GALR2 blocker: antagonists of human galanin receptor 2 (GALR2) | GALR2-expressing cells, antagonist mode | hit rate 0.39% among 140,000 | inhibition, % at 4 µM | O43603; in the data active = inhibition above about 27%;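 note: cells stimulated with galanin 1-16 at roughly its EC80; 0% = agonist challenge control and 100% = basal control without agonist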
Target sequence (O43603 whole entry, looked up): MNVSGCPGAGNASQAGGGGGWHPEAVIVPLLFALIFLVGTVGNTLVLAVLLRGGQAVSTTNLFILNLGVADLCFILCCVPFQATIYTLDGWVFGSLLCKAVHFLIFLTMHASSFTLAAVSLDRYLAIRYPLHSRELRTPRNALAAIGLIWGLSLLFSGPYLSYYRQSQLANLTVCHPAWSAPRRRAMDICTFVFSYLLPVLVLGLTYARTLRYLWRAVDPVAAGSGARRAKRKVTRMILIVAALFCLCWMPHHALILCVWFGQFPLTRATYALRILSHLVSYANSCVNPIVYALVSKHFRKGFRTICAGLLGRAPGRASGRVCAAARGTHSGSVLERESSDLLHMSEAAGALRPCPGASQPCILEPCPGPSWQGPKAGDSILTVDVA
Phagocyt inh: inhibitors of macrophage phagocytosis; J774A.1 macrophage IgG-bead phagocytosis, imaging; inhibition, % at 5 µM; hit rate 0.07% among 110,000;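 active = inhibition above the mean of the plate negative controls plus 5 SD, cut at about 13% in these data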;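 note: phagocytic index as fraction of beads internalized from green versus red external bead signal; plate controls were DMSO negative control for no effect and cytochalasin-D positive control for full effect; some results beyond the cut were filed as inactive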
E-sel TNF inh: TNF alpha driven E-selectin expression inhibition; HUVEC TNFa-induced E-selectin immunofluorescence, high content; inhibition, % at 2 µM; hit rate 0.71% among 120,000; AID 1246;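 active = inhibition above the batch mean plus 3 SD, and confirmed as a hit on visual image review, cut at about 43% in these data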;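 note: 0% = TNF-stimulated DMSO wells and 100% = unstimulated control wells; not every result past the cut was called active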
NPY Y2 blocker: antagonists of human neuropeptide Y receptor Y2; P49146; NPY-Y2 expressing cells, antagonist mode; inhibition, % at 2.7 µM; hit rate 0.99% among 140,000; AID 793; in the data active = inhibition above about 17%;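 note: 0% = vehicle with agonist challenge and 100% = reference antagonist with challenge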
Target sequence (P49146 whole entry, looked up): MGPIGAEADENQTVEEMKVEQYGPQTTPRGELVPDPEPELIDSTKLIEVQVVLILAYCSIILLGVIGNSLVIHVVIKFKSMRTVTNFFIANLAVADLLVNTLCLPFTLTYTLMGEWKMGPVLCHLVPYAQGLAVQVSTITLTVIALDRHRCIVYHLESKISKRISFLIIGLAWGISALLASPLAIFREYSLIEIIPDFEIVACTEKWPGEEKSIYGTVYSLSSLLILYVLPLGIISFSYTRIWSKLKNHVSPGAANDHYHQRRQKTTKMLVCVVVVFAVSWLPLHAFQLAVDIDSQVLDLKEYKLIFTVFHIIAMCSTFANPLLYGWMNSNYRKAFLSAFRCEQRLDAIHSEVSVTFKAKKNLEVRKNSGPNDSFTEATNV
The depositor's hits bear a star; / = not tested or not shown.

SMILES	GALR2 blocker	Phagocyt inh	E-sel TNF inh	NPY Y2 blocker
CC1Cc2ccccc2N1C(=O)CSc1ncccc1C(=O)O (stereo not given)	6	2	/	3
CC(/C=C/c1ccc(Cl)o1)=C\C(=O)O	7	0	/	13
CCC(C)N(C(=O)COC(=O)c1[nH]c(C)c(C(C)=O)c1C)C1CCS(=O)(=O)C1 (stereo not given)	8	0	/	2
O=c1oc(-c2cccs2)nc2sc3c(c12)CCCCC3	-4	-2	/	5
c1csc(-c2cnc3n2CCCC3)c1	6	-1	/	3
CC(=O)C1=C(C)NC(SCC(=O)c2ccc(Cl)c(Cl)c2)=C(C#N)C1c1ccco1 (stereo not given)	8	0	/	-1
CCOC(=O)C(CC)(CC)C(=O)/C=C/c1cccc(Br)c1	7	/	11	9
O=C(c1ccco1)N1CCN(C(=O)c2ccc(COc3ccc(Cl)cc3Cl)o2)CC1	-6	/	-40	7
CCn1c(CCNC(=O)c2cccs2)nnc1SCC(=O)c1ccc(OC)cc1	-10	/	18	3
CCN(CC)c1ccc2cc(-c3nnc(-c4ccc(Br)cc4)o3)c(=O)oc2c1	8	/	6	10
CCN1CCn2c3c(c4cc(Br)ccc42)CCCC31 (stereo not given)	4	/	-6	6
COc1ccc(-c2ccc(=O)n(CC(=O)N3CCN(c4ccccc4OC)CC3)n2)cc1	0	/	20	0
COc1ccc(S(=O)(=O)Cc2ccc(C(=O)N3CCN(c4ncccn4)CC3)o2)cc1	3	/	-6	2
CCc1nc(N)c(C#N)c(-c2cccn2C)c1C	-5	/	-31	4
Cc1cccn2c(=O)c3cc(C#N)c(=NC(=O)c4cccnc4)n(CC4CCCO4)c3nc12 (stereo not given)	-20	/	-8	1

Sorted by SMILES length (ascending): part of the list above
SMILES	GALR2 blocker	Phagocyt inh	E-sel TNF inh	NPY Y2 blocker
c1csc(-c2cnc3n2CCCC3)c1	6	-1	/	3
CC(/C=C/c1ccc(Cl)o1)=C\C(=O)O	7	0	/	13
O=c1oc(-c2cccs2)nc2sc3c(c12)CCCCC3	-4	-2	/	5
CCn1c(CCNC(=O)c2cccs2)nnc1SCC(=O)c1ccc(OC)cc1	-10	/	18	3
CCN(CC)c1ccc2cc(-c3nnc(-c4ccc(Br)cc4)o3)c(=O)oc2c1	8	/	6	10
COc1ccc(-c2ccc(=O)n(CC(=O)N3CCN(c4ccccc4OC)CC3)n2)cc1	0	/	20	0
Cc1cccn2c(=O)c3cc(C#N)c(=NC(=O)c4cccnc4)n(CC4CCCO4)c3nc12 (stereo not given)	-20	/	-8	1

Next structures.
SMILES	GALR2 blocker	Phagocyt inh	E-sel TNF inh	NPY Y2 blocker
Cc1cc[n+](-c2nc([O-])n(-c3ccccc3)c2C=O)cc1	-5	/	-30	-2
O=C(NC(=O)c1ccc(Cl)cc1)Nc1cc(N2CCCCC2)ncn1	-10	/	-18	1
O=C(Oc1nsnc1N1CCOCC1)N1CCCC1	6	/	32	2
CC1=NC(=O)C(N=Nc2ccccc2C)N1c1ccccc1 (stereo not given)	9	/	-8	1
CCN(CC)CCCN1C(=O)C(O)=C(C(=O)c2ccco2)C1c1ccc(C)o1 (stereo not given)	-9	/	-5	1
Cc1nn(C)c(C)c1NC(=O)CSc1nc(Cc2ccccc2)nc2c1cnn2-c1ccccc1	4	/	5	-1
CCn1c(SCC(=O)c2cc(OC)ccc2OC)nnc1-c1ccncc1	-1	/	2	1
COC(=O)c1ccc(CSc2nc(-c3ccc(OC)cc3)nc3c2c(=O)n(C)c(=O)n3C)o1	-13	/	-20	2
Cc1ccc(NC(=O)COc2ccc(C(=O)NCCc3ccccc3)cc2)cc1	5	/	-30	-2
Cc1nn(S(=O)(=O)c2ccc([N+](=O)[O-])cc2)c(C)c1Sc1ccccc1	0	/	5	3
CCOC(=O)c1sc(NC(=S)n2cc(C)cn2)c(C(=O)OCC)c1C	-11	/	5	4
CN1CCc2nc(SCc3ccc(Cl)cc3)c(C#N)c(-c3cccs3)c2C1	-3	/	-28	4
O=C1c2ccccc2-c2ncnc3cccc1c23	0	/	65*	2
CCOC(=O)c1cnc(Nc2nc3ccccc3o2)nc1CSc1nnc(C)s1	5	/	-37	1
C=CCn1c(SCC(=O)NCc2ccco2)nc2sc3c(c2c1=O)CCCCC3	-7	/	-4	3
Cc1ccc(S(=O)(=O)N2CCN(CCO)CC2)cc1-c1nnc2c3ccccc3c(C)nn12	-4	/	-19	57*
CCCCCCNC(=O)c1c(N)n(/N=C/c2ccco2)c2nc3ccccc3nc12	-1	/	-12	-2
CCN(CC)S(=O)(=O)c1cccc(C(=O)NCCc2ccccc2)c1	-9	/	0	5
COc1ccc(/C=C2\C(=O)N(c3nc(-c4ccc(Br)cc4)cs3)N=C2c2ccccc2)cc1	-8	/	-31	-1
c1ccc(-c2cc(-c3nc(-c4ccccn4)no3)c3ccccc3n2)cc1	-1	/	2	2
Cc1cc(C)c2c(n1)nn1c(NCCCN3CCOCC3)cc(C)nc21	-8	/	-34	0
Cc1nc(SCC(=O)Nc2c(C)n(C)n(-c3ccccc3)c2=O)[nH]c(=O)c1C	9	/	-17	1
Cc1nnc2c3ccccc3c(-c3ccccc3)nn12	0	/	8	1
CCCCCc1nc2ccccc2c(=O)n1NC(=O)c1c(O)c2cccc3c2n(c1=O)CCC3	8	/	72*	0
CC(=O)c1cc2c(=O)c3ccccc3oc2nc1C	24	/	-2	-3
Cc1cc(-c2ccccc2)nc(N2CCC(C(=O)NCC3CCCCC3)CC2)n1	5	/	-27	0
CCCCCNC(=O)C(C#N)c1nc2ccccc2nc1N1CC(C)OC(C)C1 (stereo not given)	5	/	-38	5
CCCn1c2c(c(O)c(C(=O)Nc3ccc(C)cn3)c1=O)CCCC2	13	/	-2	1
CCOC(=O)c1cnc(Nc2nc3ccccc3o2)nc1CSc1ncccn1	7	/	-30	-4
CC(=O)Nc1ccccc1Nc1cc(C#N)c(C#N)cc1[N+](=O)[O-]	8	/	-43	3
CC(C)(O)C#Cc1ccc(C(=O)NCc2ccccc2)s1	7	/	-80	3
CCn1ncc(Br)c1C(=O)Nc1sc2c(c1C(=O)OC)CCC2	1	/	0	5
CCOCCCNC(=O)C1CCN(S(=O)(=O)c2c(C)noc2/C=C\c2ccc(OC)cc2)CC1	0	/	-3	1
Cc1nc2sc(C(c3ccco3)N3CCC4(CC3)OCCO4)c(O)n2n1 (stereo not given)	4	/	-8	3
O=C(NCCc1ccc(Cl)cc1)C1CC(=O)N(C2CCCCC2)C1 (stereo not given)	-1	/	-4	1
COc1cc(C2c3c(oc4c(C)cc(C)cc4c3=O)C(=O)N2Cc2cccnc2)ccc1O (stereo not given)	-10	/	10	2
CN(C)c1ccc(CNC23CC4CC(CC(C4)C2)C3)cc1	3	/	-40	2
O=c1c2ccccc2nnn1CSc1nc2cc(Cl)ccc2c(=O)n1Cc1ccco1	-2	/	4	3
Cc1csc2nc(CNS(=O)(=O)c3cccnc3)cn12	11	/	0	0
COCCCn1c(SCC(=O)N2CCc3ccccc32)nnc1-c1ccoc1C	24	/	-32	1
Cc1ccc(-c2nnc3c4ccccc4c(C)nn23)cc1S(=O)(=O)N1CCN(C)CC1	10	/	-19	2
Cc1cccc(NC2=NC3(CCCCC3)N=C(N)N2)c1	-1	/	-18	4
NC(=O)c1ccsc1NC(=O)c1cccs1	10	/	17	1
CCOC(=O)c1cnn(-c2sc(C(=O)OCC)c(C)c2C(=O)OCC)c1N	7	/	-9	3
Cn1c2c(c(=O)n(C)c1=O)C(c1cccc(Br)c1)C1C(=O)c3ccccc3C1=N2 (stereo not given)	-8	/	-3	0
Cc1cc2cc(C)c3nnc(SCC(=O)N4CCN(C(=O)c5ccco5)CC4)n3c2cc1C	-5	/	-6	1
Cc1cncn1CCc1nc2c3ccccc3nc(=S)n2[nH]1	-8	/	-10	2
O=S(=O)(c1ccc(Cl)cc1)N1CCC(n2cnc3cc(C(F)(F)F)ccc32)CC1	-3	/	-7	2
CCC(c1nnnn1C(C)(C)C)N(Cc1cc2cccc(C)c2n2nnnc12)C1CCCC1 (stereo not given)	5	/	-25	-1
Cc1nn2c(-c3cccc(NC(=O)CN4CCOCC4)c3)nnc2c2ccccc12	-2	/	1	-1
Cc1ccnc(SCCn2c(N3CCC(C)CC3)nc3c2c(=O)n(C)c(=O)n3C)n1	2	/	-1	2
Cc1ccc(NC(=S)NC(=O)c2ccc(-c3ccccc3)cc2)cc1	-2	/	41	0
CCOC(=O)c1c(C)oc2cc3c(C(=O)OCC)c(C)oc3cc12	10	/	9	1
COC(=O)c1sc(NC(=O)c2ccc(OC)cc2OC)nc1C	-5	/	-28	0
Cc1nc(SCC(=O)Nc2ccccc2C(F)(F)F)c2c(=O)n(C)c(=O)n(C)c2n1	2	/	-4	-1
Cc1ccc(C(C(=O)NC(C)(C)C)N(Cc2cccs2)C(=O)c2csnn2)cc1 (stereo not given)	-10	/	-2	3
CCCOC(=O)c1cc(-c2ccc(/C=C3/C(=O)N(C)C(=O)C(C#N)=C3C)o2)ccc1Cl	-9	/	16	-1
COc1ccc(CNc2nc3nc(C)c(Cl)c(C)n3n2)cc1OC	-13	/	6	3
COC(=O)c1ccc(CSc2ncnc3c2sc2nc(N4CCOCC4)c4c(c23)CCCC4)o1	-3	/	0	2
CCOC(=O)C1=C(N)n2c(s/c(=C\c3cccnc3)c2=O)=C(C(=O)OC)C1c1cccnc1 (stereo not given)	0	/	16	-2

In another format: entries from further up
GALR2 blocker	Phagocyt inh	E-sel TNF inh	NPY Y2 blocker	SMILES
-13	/	-20	2	COC(=O)c1ccc(CSc2nc(-c3ccc(OC)cc3)nc3c2c(=O)n(C)c(=O)n3C)o1
5	/	-30	-2	Cc1ccc(NC(=O)COc2ccc(C(=O)NCCc3ccccc3)cc2)cc1
0	/	5	3	Cc1nn(S(=O)(=O)c2ccc([N+](=O)[O-])cc2)c(C)c1Sc1ccccc1
-11	/	5	4	CCOC(=O)c1sc(NC(=S)n2cc(C)cn2)c(C(=O)OCC)c1C

Further structures follow:
SMILES	GALR2 blocker	Phagocyt inh	E-sel TNF inh	NPY Y2 blocker
COc1ccc(N2CCN(CC(=O)Nc3cc4c(cc3C(C)=O)OCO4)CC2)cc1	-3	/	-10	2
Clc1ccc(-n2nnnc2Sc2ncnc3sccc23)cc1	18	/	34	10
Cn1c(N2CCOCC2)nc2c1c(=O)n(Cc1ccc(Cl)cc1)c(=O)n2C	-5	/	4	0
CC1Cc2ccccc2N1C(=O)CSc1nc2c(c(=O)n(C)c(=O)n2C)n1Cc1ccc(F)cc1 (stereo not given)	4	/	5	2
c1ccc(-c2nn3c(C4COc5ccccc5O4)nnc3s2)cc1 (stereo not given)	-9	/	14	5
COc1ccc(-c2cn3c(C)c(C(=O)NCc4ccc5c(c4)OCO5)sc3n2)cc1	3	/	48	0
CC1CCN(CCn2c(=S)[nH]c3ncccc3c2=O)CC1	3	/	-32	2
COc1cc(-n2c3nc4ccccc4nc3c3c(=O)n(Cc4ccco4)cnc32)cc(OC)c1OC	4	/	-2	1
CC1CCN(S(=O)(=O)c2ccc(S(=O)(=O)N3CCCN(Cc4ccccc4)C3)cc2)CC1	1	/	5	1
Clc1ccc(-c2ccc(-c3nn4c(-c5ccco5)nnc4s3)o2)cc1	-12	/	-17	2
CCSc1nc2c(c(=O)n(C)c(=O)n2C)n1Cc1ccc(Cl)cc1	22	/	8	7
CCOC(=O)c1cc2c(=O)n3cccc(C)c3nc2n(Cc2cccnc2)c1=N	-4	/	-11	2
Fc1ccccc1-c1nc(-c2ccc(Cl)cc2)no1	2	/	43	2
CCCOc1ccc(N2C(=O)CC(NCCCN3CCC(C(N)=O)CC3)C2=O)cc1 (stereo not given)	-4	/	-4	1
c1ccc(CN2CCN(c3nc(N4CCOCC4)c4ccccc4n3)CC2)cc1	-7	/	8	5
COc1cccc(C2/C(=C(\O)c3ccc4c(c3)OCCO4)C(=O)C(=O)N2CCCN(C)C)c1OC (stereo not given)	-10	/	15	3
COc1nc(-c2ccccc2)ccc1-c1noc(-c2cccs2)n1	1	/	-16	1
CCn1c(SCC(=O)N2c3ccccc3CC2C)nnc1-c1ccco1 (stereo not given)	-3	/	5	3
Cc1ccc(NC(=O)c2cc(S(=O)(=O)Nc3ccc(C)cc3)cs2)cc1	0	/	18	-4
CC(C)(C)SCCNC(=O)c1ccc(Cl)c(S(=O)(=O)N2CCOCC2)c1	-1	/	-18	-1
Cn1c(=O)c2c(nc(CN3CCc4ccccc4C3)n2CCc2ccccc2)n(C)c1=O	-6	/	2	8
O=C(Oc1nsnc1N1CCOCC1)N1CCCCC1	-6	/	29	3
CC(=O)C1=C(O)C(=O)N(CCN2CCOCC2)C1c1ccc(N(C)C)cc1 (stereo not given)	3	/	-11	1
O=C(O)CN1CCN(Cc2ccccc2Cl)C1=O	-22	/	-21	1
O=C(CSc1nnc(CN2CCOCC2)n1-c1ccc(Cl)cc1)N1CCc2ccccc21	-6	/	-17	1
CN(C)c1ccc(/C=N/N2C(=N)N(c3ccccc3)C(=S)C2=Nc2ccccc2)cc1	-10	/	-30	2
O=C1C(=O)N(CCCn2ccnc2)C(c2cccnc2)/C1=C(/O)c1ccccc1 (stereo not given)	8	/	1	1
CCOC(=O)c1cc2c(=O)n3cccc(C)c3nc2n(CC2CCCO2)c1=NC(C)=O (stereo not given)	-12	/	-2	1
Cc1ccc(-c2cc(C(=O)NCC3CCCO3)c3ccccc3n2)o1 (stereo not given)	4	/	-10	2

Source: PubChem BioAssay (several laboratories)

Some of the compounds tested (hit frequency here may not be typical).
